Source: PubChem BioAssay (several laboratories)
NPY-Y2 PAM-ag = human NPY-Y2 potentiation or agonism, primary screen; P49146; cells expressing NPY-Y2, potentiator/agonist read-out; activation, % at 3.6 µM; actives 0.45% (n = 220,000); in the data active means activation above about 27%;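 further: cells stimulated with NPY near EC25 plus isoproterenol at EC100; 0% = vehicle plus submaximal agonist and 100% = vehicle plus saturating agonist; some results beyond the cut were filed as inactive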
S1P4 antag = human S1P4 receptor antagonism | O95977 | S1P4-expressing cells, antagonist mode, reporter read-out | inhibition, % at 4.98 µM | actives 0.26% (n = 220,000) | AID 1510; in the data active means inhibition above about 29%;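 further: 0% = wells stimulated with agonist and 100% = vehicle wells without agonist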
Target sequence (O95977 whole entry, looked up): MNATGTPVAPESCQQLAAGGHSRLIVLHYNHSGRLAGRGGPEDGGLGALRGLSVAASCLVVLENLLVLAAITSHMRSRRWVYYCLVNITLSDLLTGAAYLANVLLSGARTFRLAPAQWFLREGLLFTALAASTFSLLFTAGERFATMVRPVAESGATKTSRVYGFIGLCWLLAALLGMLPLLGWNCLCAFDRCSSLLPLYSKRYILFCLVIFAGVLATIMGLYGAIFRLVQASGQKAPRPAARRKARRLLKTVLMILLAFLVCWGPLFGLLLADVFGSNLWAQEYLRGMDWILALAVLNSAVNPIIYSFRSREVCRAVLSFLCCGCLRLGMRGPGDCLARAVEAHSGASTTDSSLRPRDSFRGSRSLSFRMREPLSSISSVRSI
BaF3 tox = reduces parental Ba/F3 cell viability, JAK2V617F counter-screen. CellTiter-Glo ATP luminescence. inhibition, % at 5.6 µM. actives 1.1% (n = 220,000). AID 1486;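 active means inhibition above a per-campaign cutoff, the mean inhibition of all tested compounds plus 3 SD, cut at about 27% in these data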;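 further: 0% = DMSO wells and 100% = JAK Inhibitor I control wells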
S1P4 agonist = activates the human S1P4 receptor; O95977; S1P4-expressing cell line, agonist reporter assay; activation, % at 4.98 µM; actives 0.35% (n = 220,000); in the data active means activation above about 11%;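 further: 0% = DMSO vehicle and 100% = reference agonist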
PERK inhibitor = human PERK inhibition, primary cell-based screen | inhibition, % at 5.6 µM | CHO PERK-DD fusion, SEAP luminescence translation reporter | actives 0.17% (n = 220,000) | AID 1416 | Q9NZJ5;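 active means inhibition above the mean inhibition of all tested compounds plus 3 SD, set separately per screening campaign, cut at about 2.9% in these data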;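 further: PERK kinase domain activated by AP20187 dimerizer at 100 nM; 0% = DMSO with dimerizer and 100% = rapamycin at 8.4 µM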
Mdm2 ligase inh = inhibitors of human Mdm2 E3 ubiquitin ligase; Q00987; cell-based MDM2 ubiquitination luciferase reporter, 2 h; 0 = plate control, 100 = twice control, blank-subtracted; signal enhancement, % at 5 µM; actives 0.11% (n = 210,000);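 active means signal enhancement of 30% or more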;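 further: luminescence tracks abundance of the self-degrading MDM2-luciferase fusion protein; higher signal means inhibition of MDM2 E3 ligase activity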
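Test system: stable mammalian line carrying autodegrading MDM2–luciferase fusion reporter; quantity: 2000 cells in each well; times: 4 h cell settling then 2 h compound exposure, 37 °C; detection: luminescence with SteadyLite reagent, 15 min at room temperature; evaluation: percent signal gain over controls, blank-subtracted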
Ba/F3 V617F tox = loss of viability in JAK2V617F-driven Ba/F3 cells | inhibition, % at 5.6 µM | Ba/F3 EpoR-JAK2V617F viability, ATP luminescence | actives 1.1% (n = 220,000);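 active means inhibition above the campaign mean plus 3 SD over all tested compounds, cut at about 24% in these data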;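 further: cytokine-independent growth of Ba/F3 cells driven by EpoR plus mutant JAK2; 0% = DMSO-treated cells and 100% = JAK inhibitor I control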
eIF4E-4G inh = blocks eIF4E binding to eIF4G; P63073+Q04637; TR-FRET eIF4E-eIF4GI(517-606) binding, 2 h; inhibition, % at 21.7 µM; actives 0.37% (n = 220,000);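 active means inhibition above about 30%, limit read from the data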;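 further: 0% = full FRET control wells and 100% = background wells lacking eIF4GI fragment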
Wee1 stabilizer = human Wee1 degradation inhibition, primary screen; P30291; HeLa Luc-Wee1K328M stability, luciferase luminescence; 100% = proteasome inhibitor MG132 effect; reporter increase, % at 5 µM; actives 1.2% (n = 220,000); AID 1321;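 active means activation above the mean of all tested compounds plus 3 SD, set per screening run, cut at about 8.8% in these data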;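 further: cells exposed to compound for 20 h before luminescence read; 0% = DMSO alone and 100% = MG132 at 30 µM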
Target sequence (P30291 whole entry K328M): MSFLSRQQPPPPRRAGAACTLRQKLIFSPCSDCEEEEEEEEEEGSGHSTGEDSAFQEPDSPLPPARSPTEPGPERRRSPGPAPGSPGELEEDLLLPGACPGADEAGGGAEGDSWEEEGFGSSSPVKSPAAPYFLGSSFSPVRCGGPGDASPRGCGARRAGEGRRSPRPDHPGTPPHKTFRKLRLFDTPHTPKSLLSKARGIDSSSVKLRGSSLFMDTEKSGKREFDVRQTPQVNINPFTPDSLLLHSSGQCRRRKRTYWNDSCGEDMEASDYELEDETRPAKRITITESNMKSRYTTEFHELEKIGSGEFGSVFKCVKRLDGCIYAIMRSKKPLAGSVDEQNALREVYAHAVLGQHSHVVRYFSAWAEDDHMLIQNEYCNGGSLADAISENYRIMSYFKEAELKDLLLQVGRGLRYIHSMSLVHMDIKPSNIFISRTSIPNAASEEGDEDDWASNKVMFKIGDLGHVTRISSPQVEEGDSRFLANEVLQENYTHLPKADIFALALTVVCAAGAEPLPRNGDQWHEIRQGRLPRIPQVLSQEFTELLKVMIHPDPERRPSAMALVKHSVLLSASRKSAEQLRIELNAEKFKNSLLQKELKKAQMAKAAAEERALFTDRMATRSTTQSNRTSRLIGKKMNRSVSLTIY
The depositor's hits bear a star; . = not tested or not shown; [ ] = remark or other dose. Hits appear at their usual frequency; about 4.1% have a hit in one of these screens.

SMILES	NPY-Y2 PAM-ag	S1P4 antag	BaF3 tox	S1P4 agonist	PERK inhibitor	Mdm2 ligase inh	Ba/F3 V617F tox	eIF4E-4G inh	Wee1 stabilizer
Cc1cc(-c2ccco2)n(CC(=O)NCCN(C)C)n1	8	-12	-3	-2.0	0.7	-7	-4	0	2
CCOC(=O)Cn1c(=NC(=O)CSC(C)=O)sc2cc(OC)ccc21	-4	-5	5	-0.3	-0.8	.	1	-2	0
COCCNC(=O)COc1cc(=O)n(C)c2ccccc12	15	2	0	1.8	0.6	-1	-2	5	0
COC(=O)c1cc(OC)c(OC)cc1NC(=O)c1c(C)noc1C	-1	-12	6	1.5	0.8	.	0	.	1
CC(C)N(C(=O)C[n+]1ccc(/C=N/O)cc1)C(C)C	3	-23	6	2.4	0.8	4	3	-3	1
CCCNC(=O)COC(=O)c1cc(SC)ccc1Cl	-15	-5	8	-0.8	0.0	-16	2	4	2
Cc1c(NC(=O)N2CCCCCC2)c(=O)n(-c2ccccc2)n1C	-15	4	2	0.7	0.7	5	-2	0	-4
CN(C)c1ccc(NC(=O)C(=O)NCCOc2ccccc2)cc1	-2	-2	1	1.8	0.2	-13	0	1	2
CCOC(=O)c1c(NC(=O)Cc2cccs2)sc(C)c1C	-17	1	8	1.7	0.0	-9	0	3	3
CC(=O)COc1ncn(-c2ccccc2)n1	12	0	4	0.7	2.1	-8	1	-8	-2
CN(C)CCCNS(=O)(=O)c1ccc(N2CCC(c3ccc(Cl)cc3)=N2)cc1	7	-68	22	96*	-0.5	-14	3	3[fluorescence artefact?]	0
O=C1NC(C(F)(F)F)(C(F)(F)F)N=C2SC=CN12	-1	-32	-2	2.0	-1.3	-7	-1	-2	-1
FC(F)(F)c1cnc(N2CCSCC2)c(Cl)c1	0	9	-1	0.0	0.0	-19	-1	-3	5
Cc1ccc(N2CC(C)Cn3c2nc2c3c(=O)n(CC(=O)OCc3ccccc3)c(=O)n2C)cc1C (stereo not drawn)	2	0	-1	2.1	-0.1	-31	2	-25	-2
O=C(CN(C(=O)c1csnn1)c1cccc2ccccc12)NC1CCCC1	-3	-20	2	1.3	-0.3	0	-4	-4	5
Cc1sc2nc(C3CCCCC3)nc(SCC(=O)N3CC(=O)Nc4ccccc43)c2c1C	-13	-8	6	0.9	1.1	-1	-3	-8	4
COC(=O)CCCC[C@H]1SC[C@H]2NC(=O)N[C@]21O	-8	-2	-1	0.2	1.8	-4	0	2	2
COc1cccc(CN(Cc2cccnc2)S(=O)(=O)c2ccc(-n3cnnn3)c(C)c2)c1OC	19	0	6	-1.0	-0.6	3	-1	-4	-1
Cc1ccc(C(=O)C[n+]2ccc(Cc3ccccc3)cc2)cc1	-2	-14	12	-0.4	0.3	-8	2	4	-2
O=c1c(Cc2c(F)cccc2Cl)c(O)ccn1CCCn1ccnc1	-7	-13	2	0.1	-0.2	-3	2	3	5
Cn1cc(C(=O)NC2CCCCCC2)c(=O)c2cc(S(=O)(=O)N3CCCC3)ccc21	6	0	2	-0.8	0.9	3	-2	1	-3
COc1ccc2oc(-c3ccco3)cc(=O)c2c1	-22	-8	9	-0.8	0.0	-24	2	6	6
CCNC(=O)Cc1c(OC)ccc2cc(Br)ccc12	-9	8	13	0.1	-0.1	-5	5	-3	6
Cc1nnsc1C(=O)NC(C)c1ccccc1 (stereo not drawn)	10	9	2	0.5	0.1	-16	-3	-2	-1
Cn1cnnc1SCC(=O)N1CCc2ccccc21	3	-6	3	-0.3	0.2	-9	-3	-7	-3

5 of these compounds, set out differently:
SMILES | NPY-Y2 PAM-ag | S1P4 antag | BaF3 tox | S1P4 agonist | PERK inhibitor | Mdm2 ligase inh | Ba/F3 V617F tox | eIF4E-4G inh | Wee1 stabilizer
COC(=O)c1cc(OC)c(OC)cc1NC(=O)c1c(C)noc1C | -1 | -12 | 6 | 1.5 | 0.8 | . | 0 | . | 1
CC(C)N(C(=O)C[n+]1ccc(/C=N/O)cc1)C(C)C | 3 | -23 | 6 | 2.4 | 0.8 | 4 | 3 | -3 | 1
CCCNC(=O)COC(=O)c1cc(SC)ccc1Cl | -15 | -5 | 8 | -0.8 | 0.0 | -16 | 2 | 4 | 2
Cc1c(NC(=O)N2CCCCCC2)c(=O)n(-c2ccccc2)n1C | -15 | 4 | 2 | 0.7 | 0.7 | 5 | -2 | 0 | -4
CN(C)c1ccc(NC(=O)C(=O)NCCOc2ccccc2)cc1 | -2 | -2 | 1 | 1.8 | 0.2 | -13 | 0 | 1 | 2

Additional results follow.
SMILES	NPY-Y2 PAM-ag	S1P4 antag	BaF3 tox	S1P4 agonist	PERK inhibitor	Mdm2 ligase inh	Ba/F3 V617F tox	eIF4E-4G inh	Wee1 stabilizer
O=C(N/N=C/c1ccc[nH]1)c1ccc(Cl)cc1	6	-12	-2	2.4	1.2	-16	-4	1	-2
Cc1sc2ncnc(NCCCO)c2c1C	-11	7	0	-2.9	-0.1	-13	-3	-3	-3
CCc1c(C)nc(N2CCOCC2)[nH]c1=O	4	7	1	0.2	2.2	5	1	-3	2
CCOc1cccc(CN2CCCC(CCC(=O)NCc3ccccc3F)C2)c1O (stereo not drawn)	4	-9	4	0.1	-0.6	-2	-2	0	-2
CC(CCCC(C)(C)O)NCc1cn[nH]c1-c1ccc2c(c1)OCO2 (stereo not drawn)	-13	-6	-1	0.2	0.5	4	-2	0	1
COc1ccc(Nc2nc(N)nc(CSC(=S)N3CCCCC3C)n2)cc1 (stereo not drawn)	14	-34	1	-1.5	-1.0	-1	-2	2	-1
CN1CCN(C(=O)C2=C[C@H](c3ccccc3)C[C@H](OCc3ccc(CO)cc3)O2)CC1	-6	-2	1	0.4	1.4	.	0	5	1
CCn1nnc(-c2ccccc2NC(=O)C(F)(F)F)n1	3	-21	1	0.3	-0.2	-4	-3	7	0
O=C(Cn1c(/C=C/c2ccccc2)nc2ccccc21)Nc1ccc(F)cc1	-5	-2	10	-1.6	-0.8	-91	3	2	-1
CC(=O)N1CCc2c(sc(NC(=O)c3ccc([N+](=O)[O-])o3)c2C#N)C1	8	33*	32*	0.2	0.9	-30	17	8	5
COc1ccc(C(=O)OCC(=O)N2CCCC2=O)c(OC)c1	8	13	-1	-1.8	1.4	-1	-2	1	-1
COc1ccccc1C(=O)NC(=S)Nc1ccc(NC(=O)c2ccco2)cc1	-18	-2	6	-0.1	1.1	-69	2	-2	1
COCCn1c(C)cc(C2=NNC(=Nc3ccc(F)cc3)SC2)c1C	-3	-4	5	0.6	-0.5	-10	-4	-1[fluorescence artefact?]	-2
Cc1c(NC(=O)Nc2ccccc2Cl)sc(=S)n1C	11	-7	2	2.4	-0.5	.	-2	-2	3
COc1ccccc1C1C(C(=O)c2cc3ccccc3o2)=C(O)C(=O)N1CCN1CCOCC1 (stereo not drawn)	10	-9	0	-0.2	1.6	-22	-2	-8	-2
Cc1nn(-c2ccccc2)c(N2CCCC2)c1/C=N/NC(=O)c1cc(-c2cccnc2)nc2ccccc12	7	-10	3	-0.3	-0.8	-10	-2	0	0
O=C(c1cc2ccccc2cc1OCC(O)CN1CCCCC1)N1CCCCC1 (stereo not drawn)	-2	-29	2	3.6	0.0	-40	-3	12	2
O=c1[nH]nc(Cc2ccccn2)c2ccccc12	9	-22	3	0.7	0.3	5	-1	2[fluorescence artefact?]	1
CCc1ccc(NC(=O)C(C)OC(=O)c2ccc(N3CCCC3)c([N+](=O)[O-])c2)cc1 (stereo not drawn)	6	0	0	-1.0	0.9	-7	-4	1	2
CN(Cc1ccccc1)c1nc(N)nc(Cl)c1C=O	6	-2	1	0.6	0.2	-8	-1	2	-3
CCCOc1ccc(/C=N/O)cc1	6	-11	-2	1.1	0.9	-9	-2	5	2
CCOCC(=O)Nc1cccc(C(=O)OCC)c1	9	-15	98*	2.4	0.6	-22	-3	-7	3
O=C(/C=C/c1cccc(Br)c1)NCC1CCCCC1	-13	-7	3	1.7	0.4	-14	-2	0	3
Cc1cc(C)n(-c2nc3ccccc3nc2N2CCN(C(=O)c3ccc(Cl)cc3)CC2)n1	2	-24	2	2.3	-1.3	2	0	0	0
CCOc1cc(/C=N/O)cc(Br)c1OCc1ccc(Cl)cc1	-2	-29	5	1.3	0.7	-11	-3	-45[fluorescence artefact?]	0
SMILES	NPY-Y2 PAM-ag	S1P4 antag	BaF3 tox	S1P4 agonist	PERK inhibitor	Mdm2 ligase inh	Ba/F3 V617F tox	eIF4E-4G inh	Wee1 stabilizer
COc1ccc(CCC(=O)N(C)CC(=O)Nc2ccc(N3CCOCC3)cc2)cc1	4	15	5	-0.5	0.6	-5	0	-4	2
COc1ccc(C(=O)COC(=O)C(CCSC)NS(=O)(=O)c2ccc(Cl)cc2)cc1 (stereo not drawn)	-4	3	3	-0.1	-0.4	-10	-3	5	0
CC1CCCCN1CCCNC(=O)c1ccc2c(=O)n(CCc3ccccc3)c(=O)[nH]c2c1 (stereo not drawn)	8	-6	4	0.8	-0.2	-17	1	-10	0
Cc1cccc(N=C2NC(=O)/C(=C/c3cccn3C)S2)c1C	-20	36*	3	1.1	-0.6	2	5	1	0
COCc1nnc(NC(=O)CCSc2ccccc2)s1	10	-19	7	-2.5	0.9	-4	-1	-2	1
O=C(c1cccc([N+](=O)[O-])c1)N1CCN(c2cccc(Cl)c2)CC1	6	-12	6	2.4	0.3	4	1	15	1
CC(=O)Nc1ccc(S(=O)(=O)n2cnc(C)c2)cc1	9	10	-5	-0.1	-0.1	1	-4	-3	0
COc1cccc(CNC(=O)C2CCN(S(=O)(=O)c3cccs3)CC2)c1	8	6	3	1.9	-1.2	-9	-2	-14[fluorescence artefact?]	1
CC(C1CC2CCC1C2)n1c(-c2cccs2)n[nH]c1=S (stereo not drawn)	4	-12	3	0.5	0.3	.	0	-10	3
COC(=O)c1[nH]c2c(c1C)C(=O)CC(c1cc(OC)ccc1OC)C2 (stereo not drawn)	-5	-2	5	0.8	-1.4	-6	3	2[fluorescence artefact?]	2
O=C(COC(=O)c1ccc(Br)c(S(=O)(=O)N2CCOCC2)c1)NCC1CCCO1 (stereo not drawn)	-21	-29	3	1.7	0.2	-1	0	5[fluorescence artefact?]	-3
CCCS(=O)(=O)N1CCCC(C(=O)NCCCN(CC)c2cccc(C)c2)C1 (stereo not drawn)	-17	-13	2	2.9	-1.5	-9	4	.	0
COc1ccc(C(C)=O)c(OC(=O)c2ccco2)c1	-6	-13	5	0.4	1.1	12	1	-3	-2
Cc1ccc(Sc2ccc(NC(=O)CCl)cc2)c(C)c1	12	3	8	-0.1	1.0	1	2	-3	-1
NC(=O)COc1ccc(NC(=O)OCc2ccccc2)cc1	-4	-9	0	-0.6	0.6	-14	-6	5[fluorescence artefact?]	3
C=CCNC(=O)COC(=O)COc1ccc(Cl)cc1	5	-12	8	0.6	0.1	-7	3	-2	-2
O=C(COc1ccc(C(=O)c2ccccc2)cc1)NC1CCCCC1	-8	-8	2	-0.2	0.0	-13	-2	2	-2
C=CCc1ccccc1OCCOc1ccc([N+](=O)[O-])cc1/C=N/NC(N)=O	11	-19	0	0.1	1.4	-13	-3	4	-5
CC(C)C(=O)Nc1cccc(NC(=O)c2cccc(Br)c2)c1	-1	-10	8	1.5	0.9	-4	4	2	4
CCOC(=O)c1cc2c(=O)n3cccc(C)c3nc2n(CC2CCCO2)c1=NC(C)=O (stereo not drawn)	-4	-17	10	-0.2	-0.3	.	2	.	2
Cc1nc2ccc(NC(=S)NC3CC3)cc2nc1C	2	-1	8	0.0	0.9	-10	0	-4[fluorescence artefact?]	0
COC(=O)CSc1n[nH]c(-c2cccnc2)n1	1	-14	4	0.9	2.4	-12	-3	1	-1
